LMNA splice mod: changes lamin A minigene splicing in HeLa cells; 0.01% of 200,000 active; HeLa LMNA splicing GFP/RFP minigene ratio, 48 h; Potency, µM (highest dose often 46.1 µM), inactives show at the top dose ratio change, negative = inhibition, usual class: inhibitors; AID 1487; active means well fitted inhibition curve with a large enough effect in the signal ratio, with a control signal flat, not every such curve was filed as active; inconclusive means small, poorly fitted or top-dose-only effect, or effect the other way, or a change in a side signal; the % refers to the signal ratio; further: on the % scale 0 is the no-effect control and ±100 the full control effect
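Read-out is the ratio of GFP to DsRed2 object intensity, acquired by 488 nm laser-scanning cytometry on HeLa lamin A-EGFP minigene reporter cells. Compound incubation 48 hrs at 37 °C in Opti-MEM with 2% FBS; DMSO 0.5% final.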
L3MBTL1 block: inhibitors of human L3MBTL1. Potency, µM (titrated, usually from 57.1 µM), inactives show at the top dose activity, negative = inhibition, hits mostly inhibitors. 0.66% of 230,000 active. AlphaScreen L3MBTL1–H3K9me1 peptide binding; further: on the % scale 0 is the no-effect control and ±100 the full control effect; nearly all actives have a fitted effect of over 60% in size
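AlphaScreen proximity signal between nickel-chelate acceptor and streptavidin donor beads (final 10 ug/mL) reports binding of 50 nM L3MBTL1 to 75 nM biotin-H3 K9me1 peptide; complex incubated with compounds 30 min at room temperature; cefsulodin titration as control.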
ALDH1A1 inh: ALDH1A1 (human) enzyme inhibition. P00352. AID 1030. 7.3% of 220,000 active. Purified ALDH1A1, NADH fluorescence, propionaldehyde substrate. Potency, µM (titrated, usually from 75.3 µM), for the others: at the highest dose activity, negative = inhibition, actives largely listed as inhibitors; active means well fitted inhibition curve with a large enough effect, not every such curve was filed as active; inconclusive means small, poorly fitted or top-dose-only effect, or another doubt; inactive means no such curve, though single readings can be large or run the other way;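 further: plate controls were no enzyme wells and a reference inhibitor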
Target sequence (P00352 whole entry, looked up): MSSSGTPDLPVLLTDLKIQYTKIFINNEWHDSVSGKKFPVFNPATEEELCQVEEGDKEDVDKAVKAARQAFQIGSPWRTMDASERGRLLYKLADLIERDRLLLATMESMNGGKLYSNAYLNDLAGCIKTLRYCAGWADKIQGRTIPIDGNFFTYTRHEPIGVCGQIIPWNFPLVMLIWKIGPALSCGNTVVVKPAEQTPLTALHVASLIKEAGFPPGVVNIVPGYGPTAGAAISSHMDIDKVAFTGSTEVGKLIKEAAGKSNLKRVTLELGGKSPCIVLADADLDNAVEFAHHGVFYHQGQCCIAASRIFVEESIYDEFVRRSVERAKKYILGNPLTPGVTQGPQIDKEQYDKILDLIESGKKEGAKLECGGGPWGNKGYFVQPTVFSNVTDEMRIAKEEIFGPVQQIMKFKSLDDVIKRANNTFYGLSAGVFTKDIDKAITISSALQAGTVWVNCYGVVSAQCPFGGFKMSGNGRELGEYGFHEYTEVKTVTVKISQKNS
Tau fibril ThT: inhibitors of human tau fibril formation, thioflavin T binding. P10636. recombinant tau K18 P301L, heparin-induced fibrillization, ThT fluorescence. Potency, µM (doses to about 57.4 µM), for the others: at the top dose activity, negative = inhibition, usual class: inhibitors. 2.1% of 270,000 active; further: on the % scale 0 is the no-effect control and ±100 the full control effect; nearly all actives have a fitted effect of over 55% in size
Target sequence (P10636 561-689 P618L limits assumed): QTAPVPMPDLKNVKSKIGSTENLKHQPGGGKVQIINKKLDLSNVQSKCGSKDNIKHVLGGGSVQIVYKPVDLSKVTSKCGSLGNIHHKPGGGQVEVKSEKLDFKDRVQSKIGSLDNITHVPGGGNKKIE
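Using a mix of unlabeled (15 uM) and Alexa 594-labeled (0.24 uM) tau K18 P301L, heparin-triggered fibrillization over 6 hr at 37 C was scored by ThT fluorescence.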
KDM4E inh: JMJD2E (human) inhibition. B2RXH2. JMJD2E catalytic domain, FDH-coupled NADH fluorescence (FDH is formaldehyde dehydrogenase). Potency, µM (top dose mostly 57.1 µM), without a hit: top-dose activity change, negative = inhibition, most hits filed as inhibitors. 1.6% of 230,000 active. AID 2147; active means well fitted inhibition curve with a large enough effect, not every such curve was filed as active; inconclusive means small, poorly fitted or top-dose-only effect, or another doubt; inactive means no such curve, though single readings can be large or run the other way;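 further: 0% = wells with enzyme and -100% = buffer wells without enzyme; nearly all actives have a fitted effect of over 50% in size; many of its hits are not listed in these tables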
Target sequence (B2RXH2 1-337 limits assumed): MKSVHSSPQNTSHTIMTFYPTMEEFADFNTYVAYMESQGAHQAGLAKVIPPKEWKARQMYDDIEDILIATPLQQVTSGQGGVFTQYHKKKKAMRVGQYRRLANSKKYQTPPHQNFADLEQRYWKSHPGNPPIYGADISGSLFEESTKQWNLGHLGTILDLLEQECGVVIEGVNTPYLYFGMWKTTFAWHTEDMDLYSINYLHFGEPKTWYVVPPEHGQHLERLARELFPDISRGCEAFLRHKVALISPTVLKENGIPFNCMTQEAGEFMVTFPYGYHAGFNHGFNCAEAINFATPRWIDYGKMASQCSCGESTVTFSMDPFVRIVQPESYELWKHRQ
RECQ1 helicase: inhibitors of human RECQ1 DNA helicase. P46063. RECQ1 DNA unwinding, red fluorescence kinetic read. Potency, µM (highest dose often 57.3 µM), without a hit: at the highest dose activity, negative = inhibition, most hits filed as inhibitors. 0.54% of 240,000 active. AID 2549;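 further: plate controls were vehicle for no effect and no enzyme for full effect; nearly all actives have a fitted effect of over 30% in size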
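50 nM RECQ1T1 preincubated 15 min with compound in Tris pH 8.0 buffer with MgCl2, DTT, Tween-20 and 2.5 ug/ml poly(dI-dC); started with 200 nM TAMRA/BHQ-2 forked duplex and 2 mM ATP. Unwinding read as fluorescence (525/598 nm), two reads 2 h apart.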
KinaseGlo FLuc: counter-screen: inhibitors of Kinase-Glo firefly luciferase; Q27757; Kinase-Glo luciferase, ATP luminescence, 8 min; Potency, µM (highest dose often 38.3 µM), for the others: at the top dose activity change, negative = inhibition, usual class: inhibitors; 0.28% of 200,000 active; further: on the % scale 0 is the no-effect control and ±100 the full control effect; nearly all actives have a fitted effect of over 60% in size
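Recombinant Kinase-Glo luciferase, 10 uM ATP (linear range), luciferin; imidazole pH 7.2 / KCl / MgCl2 / Tween / BSA buffer; 8 min RT; luminescence.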
SMN2 splice up: SMN2 splice variant enhancement; AID 1458; Potency, µM (series often up to 46.1 µM), inactives show at the top dose activity change, positive = activation, actives largely listed as activators; 2.8% of 210,000 active; HEK293 SMN2-luciferase splicing reporter, luminescence, 30-36 h; further: % of control where 0% means no effect; nearly all actives have a fitted effect of over 55% in size
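HEK293 cells carry an SMN2 […]–luciferase reporter in which exon 7 inclusion puts luciferase in frame. Cells were plated 10-12 h before compound addition, then incubated 30-36 h at 37C. ONE-Glo luminescence was read; sodium butyrate at 4.5 mM final served as control.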
An asterisk follows results filed as active; i = inactive; ? = inconclusive; · = not tested or not shown; & = joins results of further samples; [ ] = remark or other dose. Unless noted, the call rests on the fitted dose curve; in most records, active means well fitted curve in the direction sought with a large enough effect; inconclusive means small, poorly fitted or top-dose-only effect, or another doubt; inactive means no such curve, though single readings can be large; an effect the other way counts as inactive or inconclusive. Potency means the concentration at half of the fitted maximal effect. An excerpt, so the mix of outcomes need not match the whole.

mol	LMNA splice mod	L3MBTL1 block	ALDH1A1 inh	Tau fibril ThT	KDM4E inh	RECQ1 helicase	KinaseGlo FLuc	SMN2 splice up
Cc1cc(S(N)(=O)=O)ccc1N=Cc1c(O)n(-c2ccccc2)c(=O)[nH]c1=O	-3%[9.22 µM]	-16%	?	-12%	?	i	1%	9%
Cc1cnn(-c2cc(Oc3ccccc3)ncn2)c1	-1%	18%	22µM*	3%	-1%	-2%	·	·
Cc1ccc2c(c1)CC1(CN2C)C(=O)NC(=O)N(c2ccccc2C)C1=O (centres undefined)	-20%	0%	?	?	5%	2%	-2%	-12%
CN(CC(=O)N[C@H](CO)Cc1ccccc1)C(=O)[C@H](CCS(C)=O)NC(=O)[C@@H](N)Cc1ccc(O)cc1 (some centres undefined)	·	·	-4%	-2%	·	5%	·	11%
N#Cc1cccc(NC(=O)N2CC3(CCN(C(=O)Oc4ccccc4)CC3)C2)c1	·	·	?	·	·	-14%	2%	-12%
CC1(O)C[C@]2(C)N(O)C3CCCC[C@@H]3N2O1 (some centres undefined)	-5%	-6%	-4%	-12%	?	1%	1%	-7%
CCCCC(=O)N/N=C/c1c(O)n(CCCC)c(=S)[nH]c1=O	·	?	-11%	-17%	?	0%	·	·
CCCn1ncc(C(=O)O)c1C	14%	2%	16%	-9%	-7%	-2%	-7%	-23%
CCCCC(=O)N/N=C/c1c(O)n(CCc2ccc(OC)c(OC)c2)c(=O)[nH]c1=O	?	-4%	1%	?	22µM*	-2%	5%	-24%
Cc1ccc(C)c(OCC(=O)N2CCCN(C)CC2)c1	-22%	6%	1%	-6%	1%	0%	1%	10%
CN1CCN2c3ccccc3CC3(C(=O)N(C)C(=O)N(C)C3=O)C2C1 (centres undefined)	·	4%	·	-4%	-14%	-9%	·	·
CCCCN1C(=N)C(CC)(CC)C(=O)NC1=O	-8%	8%	3%	-2%	10%	-13%	-2%	?
Cc1cc(C)c(-n2c(O)c(/C=N/NC(=O)c3ccncc3)c(=O)[nH]c2=O)c(C)c1	·	-8%	·	?	14µM*	-7%	·	·
C#CCN1C(C)=C(C(=O)CCO)[C@@H](c2cccc(-n3oo3)c2)C(C(=O)OC)=C1C	·	·	0%	-19%	-3%	i	2%	·
CC(=O)Oc1ccc(/C=C/c2cc(OC(C)=O)cc(OC(C)=O)c2)cc1	?	·	-5%	?	?	-19%	-2%	?
C=CCn1c(O)c(N=Nc2c(C)n(C)n(-c3ccccc3)c2=O)c(=O)[nH]c1=S	?	20µM*	?	?	5%	2%	-11%	-104%[inhibitor]
O=C(O)C1(c2ccc(Cl)cc2)CCC1	3%	4%[11.4 µM]	1%	-6%	3%	-11%	0%	23%
C#CCN1C(=O)C2(C(C#N)=C(N)OC(C)=C2C(=O)OCc2ccccc2)c2ccccc21 (centres undefined)	?	-11%	0.79µM*	-18%	3%	-15%	-1%	14%
O=C(Oc1ccc(Cl)c2cccnc12)N1CCCCCC1	2%	2%	?	-8%	?	-8%	-2%	-13%
O=C(OCCN1CCOCC1)C1(c2ccccc2)CCCC1	8%[9.22 µM]	·	5%	-3%	0%	-13%	-2%	-12%
Cc1cccc(N2C(=O)NC(=O)/C(=C\c3ccc(N4CCOCC4)cc3)C2=O)c1	·	-6%	·	?	?	-3%	·	·
O=C(CCN1CCCCC1)NCC(=O)Nc1ccc(Br)cc1C(=O)c1ccccc1	0%	7%	1%	10%	-7%	-15%	0%	-1%
Cc1c(C)n(O)c2ccc3nonc3c12	·	-2%	·	32µM*	?	-7%	·	·
O=C(COc1ccc2ccccc2c1)N1CCN(Cc2c[nH]c3ccccc23)CC1	?	-12%	?	-13%	?	-11%	2%	-24%
COCCn1cc(C(=O)N2CCC3(CC2)OCCO3)c2c3ccccc3n(C)c2c1=O	-3%	7%	11%	-8%	2%	-5%	·	·
COc1ccc(N2CCN(C(CNC(=O)Oc3ccccc3)c3cccnc3)CC2)cc1 (centres undefined)	-5%	-13%	?	-13%	2%	i	0%	-27%
CCCCCCN=C(CC)c1c(O)n(CCCC)c(=O)[nH]c1=O	-5%	·	-12%	-15%	-6%	-3%	4%	·
COc1ccc(C(=O)Nc2ccccc2C(=O)NC(C(=O)NCc2ccco2)C(C)C)cc1 (centres undefined)	?	0%	-1%	-11%	?	-3%	-5%	-17%
CN1CCC2(CC1)N=C(c1ccc(F)cc1)C(=S)N2	·	·	2%	-11%	4%	-7%	-1%	-12%
C=CCc1cc(C=C2C(=O)NC(=O)NC2=O)cc(OC)c1OCc1ccc(C(=O)O)cc1	·	·	11µM*	?	?	-1%	-2%	4%

4 of these compounds, reformatted:
Cc1cccc(N2C(=O)NC(=O)/C(=C\c3ccc(N4CCOCC4)cc3)C2=O)c1
  LMNA splice mod: ·
  L3MBTL1 block: -6%
  ALDH1A1 inh: ·
  Tau fibril ThT: ?
  KDM4E inh: ?
  RECQ1 helicase: -3%
  KinaseGlo FLuc: ·
  SMN2 splice up: ·

C=CCc1cc(C=C2C(=O)NC(=O)NC2=O)cc(OC)c1OCc1ccc(C(=O)O)cc1
  LMNA splice mod: ·
  L3MBTL1 block: ·
  ALDH1A1 inh: 11µM*
  Tau fibril ThT: ?
  KDM4E inh: ?
  RECQ1 helicase: -1%
  KinaseGlo FLuc: -2%
  SMN2 splice up: 4%

O=C(COc1ccc2ccccc2c1)N1CCN(Cc2c[nH]c3ccccc23)CC1
  LMNA splice mod: ?
  L3MBTL1 block: -12%
  ALDH1A1 inh: ?
  Tau fibril ThT: -13%
  KDM4E inh: ?
  RECQ1 helicase: -11%
  KinaseGlo FLuc: 2%
  SMN2 splice up: -24%

O=C(OCCN1CCOCC1)C1(c2ccccc2)CCCC1
  LMNA splice mod: 8%[9.22 µM]
  L3MBTL1 block: ·
  ALDH1A1 inh: 5%
  Tau fibril ThT: -3%
  KDM4E inh: 0%
  RECQ1 helicase: -13%
  KinaseGlo FLuc: -2%
  SMN2 splice up: -12%

Going on with the list.
mol	LMNA splice mod	L3MBTL1 block	ALDH1A1 inh	Tau fibril ThT	KDM4E inh	RECQ1 helicase	KinaseGlo FLuc	SMN2 splice up
O=C(CF)NC(NC(=S)Nc1cccc([N+](=O)[O-])c1)C(Cl)(Cl)Cl (centres undefined)	·	·	?	-6%	-2%	-4%	5%	15%
CCC(=NCc1ccco1)c1c(O)n(Cc2ccccc2)c(=O)[nH]c1=O	8%	?	?	2%	?	8%	-3%	-25%
CCn1cc(C(=O)NCc2ccccc2)c2ccccc21	?	-9%	-4%	0%	1%	-7%	0%	-3%
CCSC1=NN1c1cc(C)nc(N)n1	·	-6%	·	-4%	8%	15%	·	·
Cc1cc(Oc2ccc(C(F)(F)F)cc2[N+](=O)[O-])c2c3c(c(=O)oc2c1)CCC3	-4%	1%	-8%	5%	9%	-7%	-1%	-5%
CN(C(=O)CN1CC=C(c2ccccc2)CC1)c1c(N)n(Cc2ccccc2)c(=O)[nH]c1=O	?	-10%	0%	?	-28%	i	3%	13%
COc1ccc(CCN2CCC(Nc3nc4ccccc4n3Cc3ccc(F)cc3)CC2)cc1	?	-16%	8%	?	-12%	-13%	-4%	-49%[inhibitor]
COCc1cc(OC(=O)N(C)C)nc(-c2ccc(C)c(Cl)c2)n1	·	5%	·	-11%	0%	-1%	·	·
C[C@@H](C(=O)OC1C[C@H]2CC[C@@H](C1)N2C)c1ccc(Br)cc1 (some centres undefined)	·	·	2%	-4%	3%	i	3%	·
CN1[C@@H]2CC[C@H]1CC(OC1c3ccccc3CCc3ccccc31)C2 (some centres undefined)	-18%	-9%	-2%[20.9 µM]	·	2%[25.5 µM]	-4%[25.9 µM]	0%[17.1 µM]	-21%[20.6 µM]
Cc1nnc2n1-c1sc(CCC(=O)N3CCOCC3)cc1C(c1ccccc1Cl)=NC2	·	·	13%	-12%	7%	-9%	0%	3%
Cc1cc(O)ccc1Cl	-3%	·	2%&-8%	2%	5%	1%&2%	2%	-6%&-6%
O=C(O)CF	?	·	0%	-7%	11%	-10%	-3%	-7%
CC(=O)Nc1ccccc1C(=O)OCC(=O)c1ccccc1Cl	-16%	6%	-11%	-3%	1%	-3%	1%	17%
CCOC(=O)C1CCN(/C=C2/C(=O)NC(=S)N(c3ccccc3F)C2=O)CC1	14%[46 µM]	6%	5%	-7%	-3%	i	0%	-8%
CC/C=C\C/C=C\C/C=C\C/C=C\C/C=C\CCCC(=O)NCCCC(=O)O	·	·	-15%	-2%	-6%	3%	1%	-3%

Profiles, looked up by structure. Values in the order: LMNA splice mod | L3MBTL1 block | ALDH1A1 inh | Tau fibril ThT | KDM4E inh | RECQ1 helicase | KinaseGlo FLuc | SMN2 splice up
Cc1cnn(-c2cc(Oc3ccccc3)ncn2)c1 in the list: -1% | 18% | 22µM* | 3% | -1% | -2% | · | ·
O=C(O)C1(c2ccc(Cl)cc2)CCC1 in the list: 3% | 4%[11.4 µM] | 1% | -6% | 3% | -11% | 0% | 23%
CC(=O)Nc1ccccc1C(=O)OCC(=O)c1ccccc1Cl in the list: -16% | 6% | -11% | -3% | 1% | -3% | 1% | 17%
CC(=O)Oc1ccc(/C=C/c2cc(OC(C)=O)cc(OC(C)=O)c2)cc1 in the list: ? | · | -5% | ? | ? | -19% | -2% | ?
